Bioassay records: PubChem BioAssay, National Center for Advancing Translational Sciences (NCATS)
Chronic BCR inh = chronic active BCR signaling inhibition | Potency, µM (titrated, usually from 46.1 µM), for inactives: at the highest dose ratio change, negative = lower green/red ratio, hits mostly inhibitors | hit rate 0.05% among 340,000 | ABC-DLBCL IkBa-CBG/CBR reporter, luminescence ratio, 4 h | AID 493014; active means well fitted inhibition curve with a large enough effect in the signal ratio, with a control signal flat, not every such curve was filed as active; inconclusive means small, poorly fitted or top-dose-only effect, or effect the other way, or a change in a side signal; the % refers to the signal ratio;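 further: potency means the concentration at half of the fitted maximal effect; plate controls were basal doxycycline-induced cells for no effect and cells given 10 µM MG132 for full effect; MG132 reads +100%, hits lower the ratio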
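TMD8 ABC-DLBCL cells carrying doxycycline-inducible green luciferase fused to IkappaBalpha plus unfused red luciferase were exposed to compounds (up to 46 uM) for 4 hrs at 37C. Activity came from the overlap-corrected green/red luminescence ratio.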
Menin-MLL TR inh = menin-MLL binding inhibition, Texas Red mutant peptide | O00255 | Menin + Texas Red MLL mutant peptide, fluorescence polarization | Potency, µM (series often up to 61.6 µM), inactives show at the top dose FP activity change, negative = inhibition, usual class: inhibitors | hit rate 0.23% among 270,000 | AID 1768; active means well fitted inhibition curve with a large enough effect in the polarisation, with a control signal flat, not every such curve was filed as active; inconclusive means small, poorly fitted or top-dose-only effect, or effect the other way, or a change in a side signal; inactive means no such curve, though single readings can be large or run the other way; the % refers to the polarisation; further: potency means the concentration at half of the fitted maximal effect; % of control where 0% means no effect; many of its hits are not listed in these tables
ASM inhibitor = inhibitors of human secretory acid sphingomyelinase. P17405. placental ASM, HMU-PC fluorogenic substrate, 60 min. AID 504937. Potency, µM (highest dose often 57.5 µM), for inactives: at the top dose activity change, negative = inhibition, most hits filed as inhibitors. hit rate 0.006% among 340,000; further: potency means the concentration at half of the fitted maximal effect
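HMU-PC0 cleavage (9 uM final) by human placental ASM, 60 min at 37 °C following 10 min compound exposure at RT; stopped at pH 10, fluorescence Ex 386/Em 447 nm.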
B2AR arrestin = recruits beta-arrestin to the human beta2-adrenergic receptor | beta-arrestin recruitment to beta2AR, cell-based reporter | Potency, µM (series often up to 46.1 µM), without a hit: at the highest dose activation, usual class: activators | hit rate 0.02% among 330,000;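 further: potency means the concentration at half of the fitted maximal effect; 0% = DMSO controls and full agonism = EC100 isoproterenol or metaproterenol; nearly all actives have a fitted effect of over 65% in size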
Target sequence (P07550 whole entry, looked up): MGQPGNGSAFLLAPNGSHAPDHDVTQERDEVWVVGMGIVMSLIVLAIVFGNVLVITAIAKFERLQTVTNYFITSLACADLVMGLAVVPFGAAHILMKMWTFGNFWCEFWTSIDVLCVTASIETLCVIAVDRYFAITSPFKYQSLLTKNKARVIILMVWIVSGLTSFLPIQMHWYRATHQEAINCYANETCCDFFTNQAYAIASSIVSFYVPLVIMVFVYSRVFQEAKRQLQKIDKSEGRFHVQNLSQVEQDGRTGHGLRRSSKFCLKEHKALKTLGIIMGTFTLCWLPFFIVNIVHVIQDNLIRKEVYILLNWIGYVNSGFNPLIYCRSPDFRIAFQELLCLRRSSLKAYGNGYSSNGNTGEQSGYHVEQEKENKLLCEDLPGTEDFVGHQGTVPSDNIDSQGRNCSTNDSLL
PKM2 act = PKM2 (human) enzyme activation; purified PKM2, Kinase-Glo ATP luminescence, activation; response scale: 0% is enzyme alone, no compound; Potency, µM (top dose mostly 57.5 µM), for inactives: at the highest dose activation, usual class: activators; hit rate 0.34% among 260,000; further: potency means the concentration at half of the fitted maximal effect; on the % scale 0 is the no-effect control and ±100 the full control effect; nearly all actives have a fitted effect of over 55% in size
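Purified hPK-M2 (>95%) run at intermediate activity with 0.1 mM ADP and 0.5 mM PEP in 50 mM imidazole pH 7.2, KCl, MgCl2; 1 h room temperature. ATP formed read by Kinase-Glo luminescence; normalized to uninhibited and no-enzyme controls.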
FBPA coupling cs = inhibits coupling enzyme system, counter-screen for aldolase hits. AID 2472. coupling enzyme system counterscreen, AmpLite Red fluorescence. activity change, negative = inhibition, % at 58.2 µM, hits read low. hit rate 0.67% among 290,000; in the data active means activity change below about -30%; further: on the % scale 0 is the no-effect control and ±100 the full control effect
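Fluorescence at 525 nm excitation and 598 nm emission measured inhibition of the coupled detection system without aldolase. Compounds (at 57.5 uM final) were preincubated 10 min at room temperature with coupling enzyme reagent before a 20 min substrate/AmpLite Red step.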
Integrin act MD = integrin-mediated muscular dystrophy alleviation activation | alpha7betagal myoblasts, beta-gal FDG fluorescence, 48 h | Potency, µM (highest dose often 38.3 µM), for inactives: at the top dose activation, most hits filed as activators | hit rate 0.064% among 350,000 | AID 624291;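 further: potency means the concentration at half of the fitted maximal effect; 100% = response of the positive control SU9516; nearly all actives have a fitted effect of over 60% in size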
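Alpha7betagal+/- myoblasts (passage 13) were plated 16-24 hr, then exposed to compounds (1:260 dilution of DMSO stock) for 48 hours at 37C. After MPER lysis, β-galactosidase reporter activity was read as FDG fluorescence (ex 480/em 540) after 30 minutes.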
Giardia killer = Giardia lamblia killing | Giardia lamblia trophozoite viability | activity change, % at 7.66 µM, hits read low | hit rate 0.15% among 340,000 | AID 540267; in the data active means activity change below about -80%; inconclusive means between about -30% and that limit;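 further: parasites exposed to compound for two days anaerobically before the ATP read; on the % scale 0 is the no-effect control and ±100 the full control effect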
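Trophozoites 100 cells/well + cpd; 48 hrs, 37 deg C, anaerobic. ATPLite 1-Step added, 15-30 min RT, luminescence read (ATP-based viability).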
PTAP TSG101 blk = blocks PTAP/TSG101 interaction to inhibit HIV-1 budding | Q99816 | Fluorescence polarization, FITC-PTAP peptide / Tsg101 binding | Potency, µM (doses to about 115 µM), for inactives: at the top dose activity change, negative = inhibition, usual class: inhibitors | 340,000 tested, under 10 active | AID 493005; active means well fitted inhibition curve with a large enough effect in the main read-out, with a control signal flat, not every such curve was filed as active; inconclusive means small, poorly fitted or top-dose-only effect, or effect the other way, or a change in a side signal; inactive means no such curve, though single readings can be large or run the other way; further: potency means the concentration at half of the fitted maximal effect; % of control where 0% means no effect
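Compounds were pin-transferred onto Tsg101 binding domain (10 uM final) in HEPES pH 7.5 buffer, then FITC-PTAP peptide was added at 50 nM final. After 20 min at RT, polarization reported peptide displacement across a qHTS concentration series.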
Tb PFK inh = blocks T. brucei phosphofructokinase | AID 485367 | T. brucei PFK, ADP-Glo luminescence | Potency, µM (series often up to 57.5 µM), without a hit: at the highest dose activity, negative = inhibition, most hits filed as inhibitors | hit rate 0.17% among 330,000;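 further: potency means the concentration at half of the fitted maximal effect; 0% = uninhibited 1x PFK enzyme wells and -100% = no-enzyme wells; nearly all actives have a fitted effect of over 60% in size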
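PFK 1.25 nM, F6P 0.5 mM, ATP 0.1 mM, 0.1 M TEA pH 8.0, 5 mM MgCl2, 0.01% Tween20, 0.1% BSA; 45 min RT. ADP-Glo readout. qHTS titration up to 57 uM; curves fitted, compounds curve-classed.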
GALK inhibitor = inhibitors of human galactokinase; P51570; Purified GALK, Kinase-Glo residual ATP luminescence; Potency, µM (titrated, usually from 57.5 µM), inactives show at the top dose activity change, negative = inhibition, most hits filed as inhibitors; hit rate 0.007% among 270,000; further: potency means the concentration at half of the fitted maximal effect; on the % scale 0 is the no-effect control and ±100 the full control effect
Target sequence (P51570 whole entry, looked up): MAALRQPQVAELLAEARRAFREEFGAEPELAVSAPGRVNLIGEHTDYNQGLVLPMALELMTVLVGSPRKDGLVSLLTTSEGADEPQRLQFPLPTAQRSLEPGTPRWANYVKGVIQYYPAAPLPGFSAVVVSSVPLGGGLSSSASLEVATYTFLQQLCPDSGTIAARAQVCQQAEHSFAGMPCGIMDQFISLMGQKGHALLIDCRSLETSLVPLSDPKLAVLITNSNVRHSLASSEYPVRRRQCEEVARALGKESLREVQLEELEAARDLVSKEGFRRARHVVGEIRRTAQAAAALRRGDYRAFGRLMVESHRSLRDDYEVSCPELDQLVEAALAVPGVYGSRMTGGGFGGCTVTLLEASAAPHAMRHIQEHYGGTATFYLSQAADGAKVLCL
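The enzyme phosphorylates galactose (100 uM) using ATP (35 uM); inhibition is detected as higher residual ATP, quantified by bioluminescence after 1 h reaction at room temperature, pH 8.0.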
* marks the source's active call; other numbers are inactive results; ? = inconclusive; . = not tested or not shown; & = joins results of further samples; [ ] = another dose, or the depositor's remark. Unless noted, the call rests on the fitted dose curve; in most records, active means well fitted curve in the direction sought with a large enough effect; inconclusive means small, poorly fitted or top-dose-only effect, or another doubt; inactive means no such curve, though single readings can be large; an effect the other way counts as inactive or inconclusive. Some of the compounds tested; rates above refer to the full screens.

SMILES	Chronic BCR inh	Menin-MLL TR inh	ASM inhibitor	B2AR arrestin	PKM2 act	FBPA coupling cs	Integrin act MD	Giardia killer	PTAP TSG101 blk	Tb PFK inh	GALK inhibitor
CC(C)c1cc(C(=O)N/N=C/c2cccnc2)cs1	0%	-5%	4%	-2.5%	-7%	-3	6%	8	-4%	-5%	1%
N#CC1CN(Cc2ccccc2)CN(Cc2ccccc2)C1	2%	.	4%	-0.4%	-2%	-1	-45%[inhibitor]	-13	-1%	0%	-1%
O=C(Nc1cccc(C(=O)N2CCOCC2)c1)NC1CCCCC1	?	1%	0%	0.0%	-9%	2	0%	13	-1%	-2%	12%
Clc1ccc(CN2CCSCC2)c(Cl)c1	6%	-11%	-2%	0.0%	-2%	-1	-16%	-9	0%	-4%	-4%
Cc1cccc(C)c1NC(=O)CNCC(=O)N(C)C	1%	3%	4%	-0.1%	2%	0	12%	-4	-3%	-1%	1%
CCCCn1c2c(c3ccccc31)CCc1nonc1-2	?	-7%	-2%	0.1%	11%	-3	0%	38[activator]	-2%	3%	-1%
COc1ccccc1NS(=O)(=O)c1ccc(OC)c([N+](=O)[O-])c1	?	-8%	2%	0.2%	10%	1	-1%	14	0%	0%	-3%
C=CCOC(=O)CCP(=O)(CCC(=O)OCC=C)c1ccccc1	5%	2%	-1%	-0.2%	?	1	0%	-5	-2%	-2%	-5%
COc1ccc(Cn2ccnc2SCC(=O)Nc2nnc(C)s2)cc1	-2%	3%	3%	0.6%	-3%	1	5%	37[activator]	4%	2%	6%
COC(=O)c1ccc(N2OC3(C)C=CC2CC3)cc1 (stereo not given)	3%	-3%	3%	-0.6%	-6%	3	17%	-2	0%	-4%	.
C=CCn1cc(C(=O)N2CCN(C)CC2)c(=O)c2cc(S(=O)(=O)N3CCCC3)ccc21	21%	-7%	7%	2.9%	0%	1	0%	-3	1%	3%	2%
O=[N+]([O-])c1ccc(O)c2ncccc12	?	-5%&12%	-11%	?	26%	-35*	.	-12	-1%	2%	4%
COc1cc(SC)ccc1C(=O)N1CC(C)OC(C)C1 (stereo not given)	?	0%	0%	0.0%	-2%	2	-9%	-1	2%	2%	-1%
Cc1noc(C)c1COc1ccc(C(=O)OCC(=O)NCCN2C(=O)CSC2=O)cc1	-5%	-13%	0%	0.0%	1%	2	-43%	-1	0%	2%	4%
CN(C(=S)NC(=O)C1CC1)c1ccc(O)cc1	-8%	.	9%	0.0%	.	.	9%	-24	0%	-9%	.
CCOC(=O)c1oc2ccccc2c1CSc1nnnn1-c1ccc(C)cc1	0%	-9%	-4%	-0.8%	2%	0	?	-8	-1%	5%	-1%
COc1ccc(CNCCc2ccc([N+](=O)[O-])cc2)c(OC)c1OC	0%	-17%	-11%	-0.3%	3%	0	-40%	-11	0%	-3%	2%
COc1ccc(-c2nc(Cc3ccc(Cl)cc3)no2)cc1OC	15%	8%	-9%	-0.1%	-21%	-1	-5%	?	0%	-3%	0%
O=C1N(c2ccccc2C(F)(F)F)OC1(Cc1ccccc1)c1ccccc1 (stereo not given)	1%	.	-1%	0.3%	.	.	4%	9	0%	-4%	.
Nc1ccc(NC(=O)c2cccc(C(=O)Nc3ccc(N)cc3Cl)c2)c(Cl)c1	-16%	34%[activator]	0%	-1.0%	.	0	-49%[inhibitor]	28	-3%	-3%	-2%
N#Cc1cc(N)ccc1-n1cccc1	-2%	.	9%	2.7%	-5%	0	0%	13	-3%	2%	.
COc1ccc(OC)c(NC(=O)c2cn(C)c(=O)c3cc(OC)c(OC)cc23)c1	3%	?	-3%	0.4%	24%	-30	-3%	-2	-10%	3%	0%
O=C(O)c1ccccc1-c1nc2cc(Cl)ccc2c(=O)n1O	-10%	2%	3%	-0.2%	-4%	-1	21%	7	1%	2%	7%
O=C1c2ccccc2C(=O)N1CN(C(=O)COc1ccccc1)c1ccccc1	2%	-8%	0%	-0.2%	1%	2	12%	12	-9%	-2%	-2%
c1ccc(CNc2ncnc3c2ncn3C2CCCCO2)cc1 (stereo not given)	?	3%	3%	0.4%	-1%	4	13%	-13	-4%	3%	2%
CCC(CC)NC(=O)c1ccc2nc[nH]c2c1	14%	7%	5%	-0.2%	0%	0	4%	-6	1%	3%	0%
CC1CCN(S(=O)(=O)c2ccc(NC(=O)[C@@H]3CCCN3C(=O)c3cccs3)cc2)CC1	3%	.	4%	-0.1%	.	.	0%	-2	0%	-3%	.
O=C(C1CC1)N1CCC(c2nc(-c3ccc(S(=O)(=O)N4CCCC4)cc3)no2)CC1	-1%	-8%	-3%	0.0%	-4%	-1	-30%	1	-8%	-5%	-2%
O=C(CSc1nnc(-c2ccccc2O)o1)Oc1ccc(Br)cc1	?	5%	-2%	0.1%	6%	2	3%	-20	1%	-11%	1%
CS(=O)(=O)N(CC(=O)N1CCCCCC1)c1cccc([N+](=O)[O-])c1	2%	10%	-2%	-0.4%	-2%	4	-16%	-9	-1%	1%	0%
O=C(O)c1ccccc1NC(=O)c1ccccc1Nc1ccccc1	?	?	18%	-0.8%	.	11	0%	10	-4%	5%	-4%
COc1ccc(CN2CCC(Oc3cc(C(=O)NC4CC4)ccc3OC)CC2)c(O)c1	0%	.	0%	0.2%	.	.	-4%	22	0%	7%	-7%
CC(C)OC(=O)CSc1nnc(COc2ccc([N+](=O)[O-])cc2)n1C	6%	3%	-2%	-0.2%	2%	0	-11%	-1	0%	-2%	8%
O=C1c2cccnc2C(Nc2ccc(F)c(Cl)c2)N1Cc1cccs1 (stereo not given)	2%	13%	-2%	0.2%	-9%	0	0%	1	-2%	-15%	4%
COc1ccc(C(=O)NCC(=O)OCc2ccc(F)cc2)cc1	5%	21%	7%	0.1%	-1%	1	-18%	4	-6%	-2%	-2%
O=C(O)Cn1c(=O)n(Cc2ccccc2)c2ccccc21	-1%	-9%	5%	0.0%	1%	-1	1%	-4	-11%	3%	0%
OC(CC#CCN1CCOCC1)(c1ccccc1)c1ccccc1	2%	-7%	4%	0.0%	-2%	0	-49%[inhibitor]	-14	-1%	0%	5%
CC(C)(C)C1CCC(OCC(O)CN2CCN(c3ccccn3)CC2)CC1 (stereo not given)	-3%	?	-1%	-0.2%	-1%	-3	-22%	-5	0%	3%	-1%
COc1cc(C(=O)N2CCCN(c3nc4cc(C)ccc4cc3C#N)CC2)cc(OC)c1OC	1%	5%	283%[activator]	-0.1%	-8%	3	-23%[7.66 µM]	-4	-5%	-5%	11%
Nc1nc2ncc(C(=O)c3cc(F)ccc3O)cc2s1	-15%	.	6%	0.1%	-5%	3	0%	-4	-2%	0%	1%
CCCn1c(C(CO)Nc2nc(C)cs2)nc2ccccc21 (stereo not given)	0%	-13%	5%	0.3%	1%	0	23%	11	1%	0%	.
CN(Cc1ccc(F)cc1)C(=O)c1cccc(OC2CCN(C3CCCC3)CC2)c1	?	-22%	4%	-2.4%	-4%	0	?	2	-1%	-1%	-2%
CCN(CC)C(=O)c1[nH]cnc1C(=O)N[C@@H](Cc1ccccc1)C(=O)OC(C)(C)C	4%	-22%	3%	-0.3%	3%	1	-18%	7	-2%	4%	.
CCOc1ccc(C(C)=O)cc1COC(=O)c1ccccc1C(=O)N(C)Cc1ccccc1	?	.	-3%	-0.3%	.	.	-35%	-19	-1%	-1%	.
C=CCn1c(C)cc(C(=O)COC(=O)[C@@H](NC(=O)c2ccccc2Cl)C(C)C)c1C	5%	4%	-2%	-0.8%	-11%	2	-18%	?	-3%	-7%	-2%
O=C(Nc1ccc(N2CCOCC2)c(F)c1)c1cccs1	?	3%	1%	0.1%	-17%	0	25%	-20	-1%	-4%	-3%
COc1ccc(S(=O)(=O)n2ccnc2)c2cccnc12	9%	-19%	5%	0.1%	-3%	-1	20%	-4	-3%	-8%	-1%
COc1cc(CNS(=O)(=O)CCl)cc(OC)c1OC	-3%	.	5%	0.1%	.	.	22%	12	-1%	-8%	.
Cc1ccc(NC(=O)CSc2n[nH]c(-c3ccccn3)n2)cc1	5%	?	-3%	0.0%	-1%	-7	-8%	-2	-2%	0%	-2%
COc1ccccc1N(C)S(=O)(=O)c1ccc(C(=O)NCCc2ccc(F)cc2)cc1	?	18%	-4%	-0.5%	0%	-1	5%	18	-6%	-1%	-5%
COc1cc(C(=O)NCc2cccc3ccccc23)cc(Cl)c1OC	18%	18%	-5%	-0.2%	18µM*	.	-22%	-11	-12%	1%	-5%
